JMJD2C inh: inhibitors of GASC-1 histone demethylase, primary screen, biochemical, fluorescence, DELFIA europium; GST-JMJD2C(1-420) H3K9me3 demethylation; inhibition, % at 2.35 µM; 330,000 tested, 0.069% active;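 active = more than half of a compound's replicate wells show inhibition beyond 50%, single wells judged on their own value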;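 also: signal counts dimethyl H3K9 product captured on neutravidin plate; 0% = median of DMSO wells and 100% = 0.3 times that DMSO median; strong numbers were not always called active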
Target sequence (Q9H3R0 1-420 limits assumed): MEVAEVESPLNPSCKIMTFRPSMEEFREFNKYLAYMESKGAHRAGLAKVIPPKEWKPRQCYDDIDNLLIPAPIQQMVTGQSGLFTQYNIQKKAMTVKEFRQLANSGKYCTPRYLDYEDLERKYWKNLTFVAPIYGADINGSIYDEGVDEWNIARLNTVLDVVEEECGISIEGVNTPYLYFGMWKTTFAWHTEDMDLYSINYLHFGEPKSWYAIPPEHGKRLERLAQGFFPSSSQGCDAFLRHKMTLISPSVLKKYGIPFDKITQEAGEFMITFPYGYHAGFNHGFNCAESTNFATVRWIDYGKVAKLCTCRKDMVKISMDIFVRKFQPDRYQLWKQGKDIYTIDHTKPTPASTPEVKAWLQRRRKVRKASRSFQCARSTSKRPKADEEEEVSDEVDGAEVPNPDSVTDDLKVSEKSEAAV
CTSL1 counter: Fasciola hepatica cathepsin L1 inhibitors, primary screen, counter-screen for PFM18AAP inhibitor project, biochemical, QFRET, fluorogenic peptide substrate; recombinant F. hepatica cathepsin L1, Z-Leu-Arg-MCA fluorescence; inhibition, % at 5.96 µM; 300,000 tested, 0.49% active; AID 1906, 2009;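 active = inhibition above the mean of all tested compounds plus 3 SD, set per screening campaign, cut at about 17% in these data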;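 also: 0% = plate median of test compound wells and 100% = 1 µM Z-Phe-Ala-diazomethylketone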
core dimer inh: inhibitors of HCV core protein dimerization, primary screen, biochemical, TR-FRET, high-throughput | TR-FRET GST/Flag-core106 dimerization, 1536-well | inhibition, % at 5 µM | 300,000 tested, 0.33% active;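 active = inhibition above the mean of all tested compounds plus 3 SD, set per screening campaign, cut at about 45% in these data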
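Test system: GST/Flag-tagged HCV core106 proteins; Medium: KF-containing HEPES buffer, pH 7.45, DTT, CHAPS, BSA; Times: compound-protein-antibody incubation 4 h at 22.5 °C; Detection: TR-FRET 671 and 617 nm emission; Benchmarks: wells lacking GST-core106 and wells with excess unlabelled core106.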
TPT1 inhibitor: Candida albicans TPT1 enzyme inhibitors, primary screen, biochemical, fluorescence polarization; recombinant caTPT1, FP RNA substrate dephosphorylation; AID 1962, 2009; 300,000 tested, 0.81% active; inhibition, % at 5 µM;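 active = inhibition above the mean of all tested compounds plus 3 SD, set per screening campaign, cut at about 24% in these data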;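 also: plate controls were DMSO alone for no effect and ferristatin control at 100 nM for full effect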
CR mimetic SO: reduction of superoxide in aged yeast, primary screen, HTS. 330,000 tested, 0.18% active. AID 2690, 2010. superoxide response (% of plate mean), % at 10 µM. S. cerevisiae aged cells, superoxide DHE fluorescence; active compounds read low;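 active = superoxide response under a set limit, about three screen SD below normal, cut at about 65% in these data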;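 also: yeast aged for seven days with compound at 30 °C before DHE staining; 100% = average MFI of all compound-treated wells on the plate with controls excluded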
PP5 primary: PP5 phosphatase inhibitors, primary screen, biochemical, fluorescence. Serine/threonine-protein phosphatase 5 (Homo sapiens), P53041. 320,000 tested, 0.18% active. AID 1987, 2009. inhibition, % at 6.7 µM. purified PP5c, OMFP substrate fluorescence;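 active = inhibition above the campaign's mean inhibition across all tested compounds plus 3 SD, cut at about 9.5% in these data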;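 also: 0% = DMSO only and 100% = 100 µM cantharidin control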
Target sequence (P53041 whole entry, looked up): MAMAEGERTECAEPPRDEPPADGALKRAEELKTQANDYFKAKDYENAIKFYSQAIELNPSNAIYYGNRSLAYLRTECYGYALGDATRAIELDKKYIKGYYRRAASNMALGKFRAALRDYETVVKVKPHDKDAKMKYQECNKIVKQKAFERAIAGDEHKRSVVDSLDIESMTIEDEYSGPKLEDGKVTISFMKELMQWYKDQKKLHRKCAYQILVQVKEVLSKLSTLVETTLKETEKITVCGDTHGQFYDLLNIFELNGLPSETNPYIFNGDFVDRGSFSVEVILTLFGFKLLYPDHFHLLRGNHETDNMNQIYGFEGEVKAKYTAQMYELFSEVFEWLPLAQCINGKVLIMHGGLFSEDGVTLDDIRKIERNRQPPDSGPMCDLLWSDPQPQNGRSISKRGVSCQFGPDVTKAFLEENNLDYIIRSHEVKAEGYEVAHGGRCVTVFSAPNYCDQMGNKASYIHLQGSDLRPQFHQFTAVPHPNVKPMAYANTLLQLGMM
ZTA DNA inh: blocks Epstein-Barr virus ZTA, an EBNA-1 counter-screen; P03206; ZTA-DNA binding, fluorescence polarization; inhibition, % at 11 µM; 320,000 tested, 0.15% active; in the data active = inhibition above about 33%
PP1 inh: PP1-alpha phosphatase inhibitors, primary screen, counter-screen for PP5 inhibitor project, biochemical, fluorescence, OMFP substrate, single point; Serine/threonine-protein phosphatase PP1-alpha catalytic subunit (Homo sapiens), P62136; purified PP1alpha; inhibition, % at 6.7 µM; 320,000 tested, 0.9% active;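 active = inhibition above the mean inhibition of all tested compounds plus 3 SD, computed separately for each screening campaign, cut at about 15% in these data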
EBNA-1 inh: EBNA-1 DNA-binding inhibitors, primary screen, biochemical, fluorescence polarization | 300,000 tested, 0.34% active | inhibition, % at 14.8 µM | AID 1950, 2009; in the data active = inhibition above about 28%
Numbers without * were called inactive.

`CC#CCN(Cc1ccco1)C(=O)c1ccc(OC2CCN(Cc3ccccn3)CC2)cc1` gave JMJD2C inh -3, CTSL1 counter 2, core dimer inh 5, TPT1 inhibitor 1, CR mimetic SO 90, PP5 primary 1.1, ZTA DNA inh -6, PP1 inh -1 and EBNA-1 inh -8.
CC(C)c1onc(C(=O)N(C)C2CCCCC2)c1[N+](=O)[O-] was read as JMJD2C inh -2, CTSL1 counter 1, core dimer inh 1, TPT1 inhibitor 0, CR mimetic SO 123, PP5 primary -0.6, ZTA DNA inh -5, PP1 inh 1 and EBNA-1 inh 1.
For CC1=C(C(=O)OCC2CCCCC2)C(c2cccc(O)c2)NC(=O)N1 (centres undefined) the results were JMJD2C inh 0, CTSL1 counter 2, core dimer inh 5, TPT1 inhibitor 0, CR mimetic SO 112, PP5 primary 2.7, ZTA DNA inh -1, PP1 inh 3 and EBNA-1 inh 10.
Cc1nn(-c2ccccc2)c(N2CCCC2)c1/C=N/NC(=O)c1ccccc1O was read as JMJD2C inh -8, CTSL1 counter 0, core dimer inh -2, TPT1 inhibitor -2, CR mimetic SO 110, PP5 primary 6.1, ZTA DNA inh -10, PP1 inh 3 and EBNA-1 inh -1.
For CC1=C(C(=O)Nc2cccc(C(=O)N3CCN(c4cccc(C(F)(F)F)c4)CC3)c2)SCCO1 the results were JMJD2C inh -9, CTSL1 counter 2, core dimer inh -2, TPT1 inhibitor -6, CR mimetic SO 105, PP5 primary 5.1, ZTA DNA inh -6, PP1 inh 5 and EBNA-1 inh 0.
Screening CCN(CC)S(=O)(=O)c1ccccc1/C=N\O returned JMJD2C inh -1, CTSL1 counter 3, core dimer inh -9, TPT1 inhibitor 0, CR mimetic SO 106, PP5 primary -1.8, ZTA DNA inh -3, PP1 inh -9 and EBNA-1 inh -3.
Screening Cc1cc(OCCCN2CCN(Cc3ccccc3)CC2)ccc1[N+](=O)[O-] returned JMJD2C inh 3, CTSL1 counter 0, core dimer inh -3, TPT1 inhibitor -3, CR mimetic SO 96, PP5 primary -0.8, ZTA DNA inh -2, PP1 inh 1 and EBNA-1 inh -8.
CCSc1ccc([C@@H]2[C@H]3C(=O)N(C)C(=O)[C@H]3[C@]3(C(=O)OC)CCCCN23)cc1OC was read as JMJD2C inh 0, CTSL1 counter -3, core dimer inh 6, TPT1 inhibitor 3, CR mimetic SO 102, PP5 primary 5.7, ZTA DNA inh 4, PP1 inh 4 and EBNA-1 inh -8.
CCSc1ncc(/C=N/Nc2ccc(Cl)cc2)n1C was read as JMJD2C inh -2, CTSL1 counter 2, core dimer inh -16, TPT1 inhibitor 2, CR mimetic SO 108, PP5 primary 0.6, ZTA DNA inh 15, PP1 inh -1 and EBNA-1 inh 5.
CSCC[C@H](NC(=O)CCn1nnc2ccccc2c1=O)C(=O)O was read as JMJD2C inh -4, CTSL1 counter 1, core dimer inh 0, TPT1 inhibitor -2, CR mimetic SO 88, PP5 primary 1.2, ZTA DNA inh -8, PP1 inh 0 and EBNA-1 inh 1.
Screening O=C(Nc1ccccc1)c1ccc2c(c1)CCN2S(=O)(=O)c1ccccc1 returned JMJD2C inh -14, CTSL1 counter 0, core dimer inh 14, TPT1 inhibitor -6, CR mimetic SO 98, PP5 primary 4.3, ZTA DNA inh 11, PP1 inh 0 and EBNA-1 inh 7.
Cc1ccc2c(c1)sc1ncc(NC(=O)c3ccc(F)cc3)c(=O)n12 was read as JMJD2C inh -7, CTSL1 counter -3, core dimer inh 1, TPT1 inhibitor -6, CR mimetic SO 76, PP5 primary -1.3, ZTA DNA inh 7, PP1 inh 0 and EBNA-1 inh 2.
COc1ccc2oc(C(=O)NC3CCCCC3)c(C)c2c1 was read as JMJD2C inh 6, CTSL1 counter 2, core dimer inh 17, TPT1 inhibitor -2, CR mimetic SO 90, PP5 primary 1.4, ZTA DNA inh -18, PP1 inh 11 and EBNA-1 inh -5.
Nn1cc(-c2ccccc2)nc1SCC(=O)NC1CCS(=O)(=O)C1 (centres undefined) was read as JMJD2C inh -9, CTSL1 counter 2, core dimer inh -4, TPT1 inhibitor -4, CR mimetic SO 103, PP5 primary -1.2, ZTA DNA inh -13, PP1 inh -1 and EBNA-1 inh 0.
For CCCCCCCC1CC(/C(C)=N/NC(N)=O)OC1=O (centres undefined) the results were JMJD2C inh -3, CTSL1 counter 2, core dimer inh -2, TPT1 inhibitor 1, CR mimetic SO 102, PP5 primary 3.0, ZTA DNA inh -5, PP1 inh -3 and EBNA-1 inh 7.

Reprinted from the part before: three compounds, followed by the next part.
COc1ccc2oc(C(=O)NC3CCCCC3)c(C)c2c1 was read as JMJD2C inh 6, CTSL1 counter 2, core dimer inh 17, TPT1 inhibitor -2, CR mimetic SO 90, PP5 primary 1.4, ZTA DNA inh -18, PP1 inh 11 and EBNA-1 inh -5.
Nn1cc(-c2ccccc2)nc1SCC(=O)NC1CCS(=O)(=O)C1 (centres undefined) was read as JMJD2C inh -9, CTSL1 counter 2, core dimer inh -4, TPT1 inhibitor -4, CR mimetic SO 103, PP5 primary -1.2, ZTA DNA inh -13, PP1 inh -1 and EBNA-1 inh 0.
For CCCCCCCC1CC(/C(C)=N/NC(N)=O)OC1=O (centres undefined) the results were JMJD2C inh -3, CTSL1 counter 2, core dimer inh -2, TPT1 inhibitor 1, CR mimetic SO 102, PP5 primary 3.0, ZTA DNA inh -5, PP1 inh -3 and EBNA-1 inh 7.
`O=c1[nH]c(-c2ccccn2)nc2ccccc12` gave JMJD2C inh 4, CTSL1 counter 1, core dimer inh -2, TPT1 inhibitor -2, CR mimetic SO 95, PP5 primary -2.5, ZTA DNA inh 5, PP1 inh 3 and EBNA-1 inh 2.
For O=C(CCN1CCN(S(=O)(=O)c2ccc(Cl)cc2)CC1)Nc1ccccc1F the results were JMJD2C inh -2, CTSL1 counter -2, core dimer inh 2, TPT1 inhibitor 3, CR mimetic SO 103, PP5 primary 2.1, ZTA DNA inh 8, PP1 inh -6 and EBNA-1 inh -2.
`Cc1ccc(NC(=O)N2C3CCCC2CC(NC(=O)C(C)(C)C)C3)cc1` (centres undefined) gave JMJD2C inh -3, CTSL1 counter -1, core dimer inh -3, TPT1 inhibitor -1, CR mimetic SO 95, PP5 primary 1.7, ZTA DNA inh 6, PP1 inh -1 and EBNA-1 inh 6.
`C=CCn1c(SCc2cc(=O)n3cc(C)ccc3n2)nnc1-c1cccc(C)c1` gave JMJD2C inh 2, CTSL1 counter -7, core dimer inh 5, TPT1 inhibitor -2, CR mimetic SO 101, PP5 primary 1.2, ZTA DNA inh -2, PP1 inh -1 and EBNA-1 inh 4.
For Cc1ccc(S(=O)(=O)N(C)C)cc1NC(=O)COC(=O)CN1C(=O)c2ccccc2C1=O the results were JMJD2C inh 0, CR mimetic SO 82, PP5 primary 0.0, ZTA DNA inh 6 and PP1 inh -2.
For O=C(Nc1ccc(O)cc1)C1CCCN1S(=O)(=O)c1ccc(F)cc1 (centres undefined) the results were JMJD2C inh -4, CTSL1 counter 0, core dimer inh 2, TPT1 inhibitor 0, CR mimetic SO 99, PP5 primary -0.9, ZTA DNA inh 7, PP1 inh -3 and EBNA-1 inh 0.
Cc1ccc(-n2nc(C)c3c(C(=O)OCC(=O)N(C)C4CCS(=O)(=O)C4)cc(-c4ccccc4)nc32)cc1 (centres undefined) was read as JMJD2C inh 10, CTSL1 counter 2, core dimer inh -7, TPT1 inhibitor 2, CR mimetic SO 106, PP5 primary 2.1, ZTA DNA inh 0, PP1 inh 1 and EBNA-1 inh 1.
O=C(Nc1ccc(F)cc1)c1nc2c(nnn2Cc2cccc3ccccc23)c(=O)[nH]1 was read as JMJD2C inh 8, CTSL1 counter 5, core dimer inh 18, TPT1 inhibitor -4, CR mimetic SO 108, PP5 primary -0.1, ZTA DNA inh -7, PP1 inh 12 and EBNA-1 inh 19.
Screening Clc1ccc(CN2CCCCCCC2)cc1Cl returned JMJD2C inh 1, CTSL1 counter 2, core dimer inh 1, TPT1 inhibitor -1, CR mimetic SO 94, PP5 primary -0.8, ZTA DNA inh 10, PP1 inh -1 and EBNA-1 inh 2.
`O=C(/C=C(\c1ccc(Cl)cc1)n1cncn1)c1ccc(Cl)cc1` gave JMJD2C inh 4, CTSL1 counter 0, core dimer inh 0, TPT1 inhibitor -3, CR mimetic SO 94, PP5 primary 3.9, ZTA DNA inh -3, PP1 inh 1 and EBNA-1 inh -12.
Screening CCCN(CCC)S(=O)(=O)c1cccc(-c2csc(C)n2)c1 returned JMJD2C inh 5, CTSL1 counter -5, core dimer inh 1, TPT1 inhibitor -4, CR mimetic SO 88, PP5 primary -0.2, ZTA DNA inh 13, PP1 inh 4 and EBNA-1 inh 6.
`CCCC(=O)N(CC(=O)Nc1sc(C)c(C)c1C(N)=O)Cc1ccccc1` gave JMJD2C inh 11, CTSL1 counter 0, core dimer inh 0, TPT1 inhibitor -2, CR mimetic SO 114, PP5 primary -0.2, ZTA DNA inh 21, PP1 inh -2 and EBNA-1 inh 9.
O=C(Nc1ccc(COc2ccccc2)cc1)c1cccc([N+](=O)[O-])c1 was read as JMJD2C inh 0, CTSL1 counter 5, core dimer inh -3, TPT1 inhibitor -4, CR mimetic SO 105, PP5 primary 3.5, ZTA DNA inh -19, PP1 inh -5 and EBNA-1 inh -7.
For CCCCN(C)C(=O)C1CCCN(S(=O)(=O)c2ccc3c(c2)CC(C)N3C(=O)C2CC2)C1 (centres undefined) the results were JMJD2C inh -1, CTSL1 counter 2, core dimer inh -3, TPT1 inhibitor -3, CR mimetic SO 87, PP5 primary 2.5, ZTA DNA inh -9, PP1 inh -1 and EBNA-1 inh -9.
Screening Cc1cc(NC(=O)C(C)SCC(=O)OCC(=O)N(Cc2ccccc2)C(C)(C)C)no1 (centres undefined) returned JMJD2C inh 5, CTSL1 counter -4, core dimer inh 3, TPT1 inhibitor 0, CR mimetic SO 113, PP5 primary 4.0, ZTA DNA inh -8, PP1 inh -2 and EBNA-1 inh -1.
CCn1c(CNC(=O)c2ccco2)nnc1SCC(=O)Nc1cc(C)c(C)cc1Br was read as JMJD2C inh 0, CTSL1 counter 1, core dimer inh -1, TPT1 inhibitor -1, CR mimetic SO 104, PP5 primary 3.1, ZTA DNA inh -10, PP1 inh -2 and EBNA-1 inh -10.
Screening Cc1ccc2cc(CN(C(=O)C3CCCO3)C3CCCCC3)c(=O)[nH]c2c1 (centres undefined) returned JMJD2C inh 3, CTSL1 counter 3, core dimer inh 9, TPT1 inhibitor -2, CR mimetic SO 98, PP5 primary -0.6, ZTA DNA inh 5, PP1 inh -3 and EBNA-1 inh -1.
`O=c1c2oc3ccccc3c2[nH]c(=S)n1-c1ccc(F)cc1` gave JMJD2C inh -7, CTSL1 counter 6, core dimer inh 3, TPT1 inhibitor -1, CR mimetic SO 95, PP5 primary -1.5, ZTA DNA inh 10, PP1 inh -3 and EBNA-1 inh 6.
`O=C(c1ccc(OC2CCN(Cc3ccc(C(F)(F)F)cc3)CC2)cc1)N1CCCCC1` gave JMJD2C inh 5, CTSL1 counter 1, core dimer inh -7, TPT1 inhibitor 3, CR mimetic SO 79, PP5 primary 1.7, ZTA DNA inh -2, PP1 inh -2 and EBNA-1 inh -4.

From PubChem
